Screening data: PubChem, National Center for Advancing Translational Sciences (NCATS)
HCV inhibitor: HCV inhibition | Huh7.5.1 HCVcc-Cre infection, luciferase reporter, 44 h | Potency, µM (highest dose often 41.8 µM), without a hit: at the highest dose activity change, negative = inhibition, most hits filed as inhibitors | AID 651820 | 340,000 tested, 3.4% active; further: potency means the concentration at half of the fitted maximal effect
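Whole-lifecycle infectious HCVcc-Cre system; cells 1,000/well, compound then virus (~0.5 moi) added 4 h after plating, 44 h culture. Luciferase read 15 sec following 15 min substrate incubation, room temp.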
Giardia FBPA inh: Giardia lamblia aldolase inhibition. purified Giardia FBPA. Potency, µM (series often up to 59.6 µM), inactives show at the highest dose activity, negative = inhibition, most hits filed as inhibitors. 290,000 tested, 0.71% active; further: potency means the concentration at half of the fitted maximal effect; nearly all actives have a fitted effect of over 55% in size
Target sequence (A8B2U2 whole entry, looked up): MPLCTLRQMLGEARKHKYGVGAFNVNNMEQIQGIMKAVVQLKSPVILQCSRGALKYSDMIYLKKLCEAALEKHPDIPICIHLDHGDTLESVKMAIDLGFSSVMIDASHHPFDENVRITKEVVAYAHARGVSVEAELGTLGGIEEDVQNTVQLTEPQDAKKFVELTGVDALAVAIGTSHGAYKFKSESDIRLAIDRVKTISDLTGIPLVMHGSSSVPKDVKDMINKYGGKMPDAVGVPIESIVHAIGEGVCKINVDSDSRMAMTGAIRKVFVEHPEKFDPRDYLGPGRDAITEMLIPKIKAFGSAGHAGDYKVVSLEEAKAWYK
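Giardia FBPA (40 nM reagent) was preincubated 10 min at RT with compound (up to 57.5 uM final), then substrate plus GAPDH/TPI/NAD/arsenate coupling system with diaphorase/resazurin was added; resorufin fluorescence (525/598 nm) was read after 20 min.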
AmpC inh detg: blocks E. coli AmpC beta-lactamase in detergent assay; 370,000 tested, 0.041% active; Potency, µM (series often up to 114 µM), without a hit: top-dose activity change, negative = inhibition, hits mostly inhibitors; AID 485294; AmpC hydrolysis of nitrocefin, absorbance 480 nm, 0.01% Triton;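 further: potency means the concentration at half of the fitted maximal effect; 0% = no-compound wells and -100% = no-enzyme wells; nearly all actives have a fitted effect of over 25% in size; some results filed as inactive show a strong effect at the top dose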
Target sequence (P00811 whole entry, looked up): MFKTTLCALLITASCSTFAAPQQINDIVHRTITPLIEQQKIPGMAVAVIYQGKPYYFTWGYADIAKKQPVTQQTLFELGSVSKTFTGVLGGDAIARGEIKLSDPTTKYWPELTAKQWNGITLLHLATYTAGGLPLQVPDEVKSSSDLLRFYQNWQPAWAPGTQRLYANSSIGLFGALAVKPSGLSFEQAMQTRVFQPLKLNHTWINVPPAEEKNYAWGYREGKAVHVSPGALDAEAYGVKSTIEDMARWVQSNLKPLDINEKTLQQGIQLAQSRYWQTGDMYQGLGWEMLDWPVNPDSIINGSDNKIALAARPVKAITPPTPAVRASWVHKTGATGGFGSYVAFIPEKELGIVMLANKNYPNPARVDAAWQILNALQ
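20 mM phosphate pH 7.0 + 0.01% (detergent screen) or 0.0001% Triton X-100; 5.3 nM AmpC reagent; cpd preinc 15 min RT; nitrocefin (800 uM stock) to start; A480 q20 s × 4 min; Activity was normalised to no-enzyme and no-compound control wells.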
AmpC no deterg: inhibitors of E. coli AmpC beta-lactamase without detergent | P00811 | AmpC nitrocefin hydrolysis, absorbance 480 nm, 0.0001% Triton | Potency, µM (highest dose often 57.1 µM), for inactives: at the top dose activity change, negative = inhibition, usual class: inhibitors | 330,000 tested, 0.52% active | AID 485341;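 further: potency means the concentration at half of the fitted maximal effect; plate controls were no compound for no effect and no enzyme for full effect; nearly all actives have a fitted effect of over 20% in size; some results filed as inactive show a strong effect at the top dose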
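20 mM phosphate pH 7.0 + 0.01% (detergent screen) or 0.0001% Triton X-100; 5.3 nM AmpC reagent; cpd preinc 15 min RT; nitrocefin (800 uM stock) to start; A480 q20 s × 4 min; Activity was normalised to no-enzyme and no-compound control wells.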
HCMV inh: inhibitors of human cytomegalovirus. 410,000 tested, 4.5% active. HFF cells, HCMV-luciferase reporter, 72 h; hits give low values. AID 1259415. activity change, negative = inhibition, % at 57.5 µM; in the data active means activity change below about -60%; inconclusive means no clear call, values can overlap the other calls; inactive means above about -39%
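Two-dose cell screen: HFF monolayers treated with compounds and infected with luciferase-expressing HCMV at 1 PFU/cell, 72 h at 37C, then lysed for luciferase measurement.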
Sm TGR inh: blocks Schistosoma mansoni thioredoxin glutathione reductase; Q962Y6; Potency, µM (series often up to 114 µM), without a hit: at the highest dose activity change, negative = inhibition, usual class: inhibitors; AID 485364; 360,000 tested, 3% active; purified TGR, DTNB reduction, TNB absorbance 405 nm; further: potency means the concentration at half of the fitted maximal effect; nearly all actives have a fitted effect of over 60% in size
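TGR 20 nM + NADPH 100 uM (dispensed conc.), cpd preinc 15 min RT; start with NADPH (500 uM addition) then DTNB (15 mM addition). Kinetic TNB absorbance, 405 nm filter. Four-parameter Hill fit across titration.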
Numbers without * were called inactive; ? = inconclusive; · = no result given; [ ] = remark or other dose. Unless noted, the call rests on the fitted dose curve; in most records, active means well fitted curve in the direction sought with a large enough effect; inconclusive means small, poorly fitted or top-dose-only effect, or another doubt; inactive means no such curve, though single readings can be large; an effect the other way counts as inactive or inconclusive. Unless noted, on the % scale 0 is the no-effect control and ±100 the full control effect.

Labels used below – A = HCV inhibitor; B = Giardia FBPA inh; C = AmpC inh detg; D = AmpC no deterg; E = HCMV inh; F = Sm TGR inh
CC(=O)N1N=C2C3CCN(CC3)C2C1c1ccc(F)cc1 (stereo not drawn)
  A = -16%	B = 0%	C = 3%	D = -22%	E = -5	F = ·
COCCn1c(SCC(=O)Nc2ccc(C)cc2C)nc2c(oc3ccccc32)c1=O
  A = 17%	B = 2%	C = 3%	D = -31%	E = -34	F = -15%
CCc1nc(SCC(=O)Nc2cccc(C(F)(F)F)c2)c2c(=O)n(C)c(=O)n(C)c2n1
  A = ?	B = 0%	C = ?	D = -12%	E = -6	F = 5%
Cc1ccc(C2=CSC3=NS(=O)(=O)CCN23)cc1
  A = 18%	B = -13%	C = -10%	D = -13%	E = -16	F = -5%
O=C(Nc1ccc(F)cc1)c1oc2ccccc2c1NC(=O)C1CCCCC1
  A = ·	B = ·	C = -9%	D = ·	E = -10	F = 0%
CCC(CC)C(=O)N(CCc1ccc(OC)cc1)Cc1nc2ccccc2c(=O)[nH]1
  A = 22µM*	B = -6%	C = -1%	D = 0%	E = -11	F = -11%
CC(=O)c1ccc(C(=O)Nc2sc3c(c2C(N)=O)CCN(Cc2ccccc2)C3)cc1
  A = ·	B = ?	C = 2%	D = 91%[activator]	E = -74*	F = -1%
COc1cccc(-c2cc(C(F)(F)F)nc(-n3cc(C)cn3)n2)c1
  A = 10µM*	B = 0%	C = -8%	D = 129%[activator]	E = -37	F = 11%
Cc1ccccc1-c1cc(-c2ccccc2O)on1
  A = ?	B = 0%	C = 3%	D = -35%	E = 122	F = -15%
CCN(CC)Cc1cc(O)c(CN(CC)CC)cc1O
  A = 19%	B = 5.6µM*	C = -2%	D = -3%	E = -26	F = 3.2µM*
CC(=O)NC12CC3CC(C1)CC(C(=O)N1CCN(C(=O)c4ccco4)CC1)(C3)C2
  A = 18%	B = ·	C = 4%	D = -1%	E = 2	F = 2%
O=C(NCc1ccco1)C12CN(Cc3ccccc3)CC1C(c1ccc([N+](=O)[O-])cc1)=NO2 (stereo not drawn)
  A = -24%	B = -4%	C = 5%	D = -5%	E = 18	F = -7%
CCCCOc1cccc(C(=O)Nc2ccc(NC(=O)c3cccs3)cc2)c1
  A = ?	B = 1%	C = ?	D = 159%[activator]	E = -89*	F = 13%
CC(=O)Nc1ccc(SCC(=O)O)cc1
  A = 18%	B = 3%	C = -6%	D = -9%	E = -5	F = -8%
COc1cc(C(=O)Nc2nnc(CC(=O)N3CCOCC3)s2)cc(OC)c1OC
  A = 5%	B = 2%	C = -4%	D = -9%	E = 39	F = -4%
O=C1CSC(c2ccc(F)cc2)N1c1nnc(C23CC4CC(CC(C4)C2)C3)s1 (stereo not drawn)
  A = ·	B = 1%	C = -1%	D = -9%	E = ·	F = -1%
COc1cc(/C=C(\CCC(=O)O)c2nc3ccccc3s2)ccc1OCC(=O)Nc1c(Cl)cccc1Cl
  A = -15%	B = ·	C = ·	D = -25%	E = -16	F = ·
CN1CCN(C(=O)c2ccccc2NC(=O)Cc2ccccc2)CC1
  A = 16%	B = 19%	C = -12%	D = -24%	E = -17	F = 6%
OCCCCNCc1cc(Br)ccc1OCc1ccccc1
  A = ?	B = -1%	C = 3%	D = -8%	E = -17	F = -5%
C#CCONC(=O)c1cc(OCC(F)(F)F)ccc1OCC(F)(F)F
  A = -21%	B = ?	C = ?	D = -12%	E = -19	F = -1%
Cn1c(=O)cc(SCC(=O)NCCC2=CCCCC2)c2ccccc21
  A = 9%	B = -11%	C = 1%	D = 31%	E = -33	F = -6%
CCS(=O)(=O)n1nc(-c2ccc(OC)cc2)nc1SC
  A = ?	B = 4%	C = -1%	D = -10%	E = 36	F = 7%
CC(C)NOC(=O)c1ccc(Cl)cc1
  A = 26%	B = 2%	C = 1%	D = -13%	E = -29	F = 2%
CC(C)C(=O)NC(c1ccc(N(C)C)cc1)c1c(O)ccc2ccccc12 (stereo not drawn)
  A = ?	B = -10%	C = 0%	D = 0%	E = 0	F = -33%
CCCC(C)C(=O)N(Cc1ccccc1)c1ccccn1 (stereo not drawn)
  A = ?	B = -5%	C = ?	D = -7%	E = -9	F = -24%
CC(C)CN(C(=O)COC(=O)c1cc2c(s1)CCC2)C1CCS(=O)(=O)C1 (stereo not drawn)
  A = -7%	B = -9%	C = -7%	D = 59%	E = 2	F = 1%
Cc1cc(Cc2c(O)[nH]c(=S)[nH]c2=O)ccc1OC(C)C
  A = 21%	B = -29%	C = 2%	D = -20%	E = 3	F = -9%
Cc1ccccc1-c1nsc(SCC(=O)c2ccc(Cl)cc2)n1
  A = -16%	B = 2%	C = -12%	D = -19%	E = -9	F = 6%
Cc1ccc(NC(=O)CN(C)CC(=O)Nc2ccccc2C(=O)Nc2ccccc2)cc1
  A = 4%	B = -6%	C = -11%	D = 74%[activator]	E = -19	F = 8%
CCN(CC(=O)NCc1ccc(F)cc1)C(=O)c1cccnc1SC
  A = 28%	B = -9%	C = -19%	D = -1%	E = -9	F = 2%
Cc1c(/C=N\NC(=O)c2ccc(F)cc2)cnn1C
  A = 12%	B = -2%	C = -10%	D = -16%	E = -17	F = 1%
COc1ccc(C2C3=C(CC(c4ccco4)CC3=O)Nc3ccccc3N2C(C)=O)cc1 (stereo not drawn)
  A = 18%	B = 2%	C = ?	D = 6%	E = -3	F = 15%
CCOCCCNC(=O)COC(=O)/C=C/c1ccc(S(=O)(=O)N2CCc3ccccc32)cc1
  A = 2%	B = -5%	C = 8%	D = 174%[activator]	E = -16	F = 2%
Cc1cc(C)c(C#N)c(SCc2[nH]nc3c2C(c2ccccc2)C(C#N)=C(N)O3)n1 (stereo not drawn)
  A = 8%	B = 6%	C = -2%	D = ·	E = 80	F = 22µM*
CC(C)C(NC(=O)CNC(=O)OC(C)(C)C)C(=O)NCc1ccc(Cl)cc1 (stereo not drawn)
  A = 7%	B = 4%	C = 6%	D = 29%	E = -11	F = 4%
Nc1cc(=O)[nH]c(SCC(=O)Nc2ccccc2Sc2ccccc2)n1
  A = -23%	B = 1%	C = -9%	D = ?	E = -5	F = 0%
CCOC(=O)CSC1=NN2CCS(=O)(=O)N=C2S1
  A = 3%	B = 4%	C = -2%	D = -14%	E = -13	F = 10µM*
COc1ccccc1NC1=NC2(CCCC2)N=C(N)N1
  A = 8%	B = -7%	C = -4%	D = -25%	E = 2	F = -9%
CCc1cccc(N=c2c([N+](=O)[O-])nn(-c3ccc4c(c3)OCCO4)n2O)c1
  A = 10µM*	B = -12%	C = 2%	D = -30%	E = -67*	F = ?
COc1ccc(NC(=O)Cn2c(=O)n(CC(=O)NCCc3ccccc3)c(=O)c3ccccc32)cc1
  A = ·	B = ·	C = 16%	D = ·	E = 7	F = 17%
Cc1ccc(Cl)cc1NC(=O)CCNC(=O)N1CC(=O)Nc2ccccc21
  A = -4%	B = 2%	C = -7%	D = -3%	E = 2	F = 0%
CCOc1ccc(Cl)cc1CNCCNCC(C)O (stereo not drawn)
  A = -16%	B = -12%	C = -14%	D = 2%	E = -23	F = -16%
CC(C(=O)N1CCCC1)N1CCN(S(=O)(=O)c2ccccc2)CC1 (stereo not drawn)
  A = 8%	B = ·	C = ·	D = -12%	E = 0	F = ·
CCN(CC(=O)NCc1cccs1)S(=O)(=O)c1ccccc1Cl
  A = 7%	B = ·	C = -1%	D = -21%	E = -37	F = -19%
Nc1c(C(=O)NC2CCCC2)c2nc3ccccc3nc2n1CC1CCCO1 (stereo not drawn)
  A = -23%	B = ?	C = 1%	D = 170%[activator]	E = -38	F = -12%
COc1ccc(-c2cc(N)n(S(=O)(=O)c3ccc(F)cc3)n2)cc1OC
  A = 10µM*	B = 1%	C = -1%	D = -1%	E = -26	F = 5%
Cn1c(=O)n(C)c2cc(NS(C)(=O)=O)ccc21
  A = 7%	B = -10%	C = -13%	D = 15%	E = 42	F = 2%
O=C(c1ccoc1)N1CCC2(CC1)Oc1ccc(Cl)cc1C(=O)C21CC(c2ccccc2)=NO1 (stereo not drawn)
  A = 11µM*	B = 1%	C = -9%	D = 84%[activator]	E = 8	F = -18%
O=C(CSc1nc2ccccc2o1)N/N=C/c1ccc(C(=O)O)cc1
  A = 5%	B = -9%	C = 5%	D = -14%	E = -16	F = 11%
CC(=O)N(Cc1cc2ccc(C)c(C)c2n2nnnc12)C1CCCC1
  A = ·	B = 12%	C = -9%	D = 97%[activator]	E = ·	F = 2%

Other entries follow:
Labels used below – A = HCV inhibitor; B = Giardia FBPA inh; C = AmpC inh detg; D = AmpC no deterg; E = HCMV inh; F = Sm TGR inh
O=C(Nc1cccc(C(=O)N2CCN(c3ccccc3)CC2)c1)c1nsc2ccccc12
  A = ·	B = ·	C = 12%	D = ·	E = 48	F = 0%
CCN(CC)C(=O)C[n+]1ccc(C(N)=O)cc1
  A = 14%	B = 3%	C = 9%	D = -14%	E = -22	F = 2%
CC(C)(C)c1ccc(/C=C/C(=O)N2CCN(c3ncccn3)CC2)cc1
  A = -3%	B = 3%	C = -11%	D = -6%	E = -21	F = -2%
O=C(COC(=O)c1ccc[n+]([O-])c1)Nc1ccc([N+](=O)[O-])cc1C(F)(F)F
  A = 1%	B = ·	C = ·	D = -26%	E = 16	F = ·
O=C(COc1ccccc1)N1CCN(C(=O)c2ccco2)CC1
  A = 17%	B = 13%	C = -1%	D = 1%	E = -11	F = ?
C[n+]1c(-c2ccccc2)cc(-c2ccc(O)cc2)cc1-c1ccccc1
  A = 7%	B = 4%	C = 2%	D = -25%	E = -36	F = -16%
COc1ccc(-c2nc3scc(CCNS(=O)(=O)c4ccc5c(c4)OCCO5)n3n2)cc1
  A = ·	B = ·	C = 1%	D = ·	E = -24	F = 2%
C/C=C(\C)C(=O)Nc1cccc(C2=NOC3(C2)C[C@H](C(N)=O)N(C(=O)CC#N)C3)c1 (stereo partly drawn)
  A = -6%	B = -3%	C = 3%	D = -20%	E = 10	F = -1%
CC(C)(C)c1ccc(C(=O)NC2(C(F)(F)F)C(=O)Nc3c2c(=O)[nH]c(=O)n3-c2ccccc2)cc1 (stereo not drawn)
  A = ·	B = ·	C = -3%	D = ·	E = 5	F = 1%
CCOC(=O)NC(c1ccccc1)C1CCCCC1=O (stereo not drawn)
  A = 0%	B = -1%	C = ?	D = -9%	E = -22	F = 0%
COc1ccc(N=C2S/C(=C\c3ccc(OCC(=O)O)cc3)C(=O)N2CCc2c[nH]c3ccccc23)cc1
  A = -24%	B = ?	C = -7%	D = 38%	E = -17	F = ·
Cc1cccc(NC(=O)N2CCCC2C(=O)NCc2cccs2)c1 (stereo not drawn)
  A = 3%	B = 2%	C = -9%	D = -14%	E = 48	F = 3%
O=C(NC(=S)NCc1cccnc1)c1ccccc1F
  A = 1%	B = -28%	C = -1%	D = -13%	E = 14	F = -26%

Compound profiles (already shown):
O=C(COC(=O)c1ccc[n+]([O-])c1)Nc1ccc([N+](=O)[O-])cc1C(F)(F)F reads HCV inhibitor = 1%; Giardia FBPA inh = ·; AmpC inh detg = ·; AmpC no deterg = -26%; HCMV inh = 16; Sm TGR inh = ·
CCOC(=O)NC(c1ccccc1)C1CCCCC1=O (stereo not drawn) reads HCV inhibitor = 0%; Giardia FBPA inh = -1%; AmpC inh detg = ?; AmpC no deterg = -9%; HCMV inh = -22; Sm TGR inh = 0%
